Screening results deposited in PubChem BioAssay by NMMLSC.
Mcl-1 Bim block: human Bim-Mcl-1 interaction inhibition. Q07820. Bead-based flow cytometry, Bim peptide-Mcl-1 binding. inhibition, % at 10 µM. 0.1% of 190,000 active. AID 1009;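 note: 0% = no compound tracer wells and 100% = peptide blocker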
RGS8-Gao: modulates binding of RGS8 to human Galphao; P09471; multiplexed bead flow cytometry; actives lie on both sides; response (percent of control binding), % at 10 µM; 0.34% of 220,000 active; in the data active = response below about 60% or above about 140%; inactive = in between;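 note: Galphao activated as the GDP aluminium fluoride complex binding bead-coupled RGS8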
ABCB1 inh: blocks JC-1 efflux by human ABCB1 transporter; P08183; CCRF-Adr cells, flow cytometry; inhibition, % at 6.6 µM; 0.067% of 190,000 active; in the data active = inhibition above about 40%;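 note: 0% = vehicle and 100% = reference inhibitor; higher value means more JC-1 retained so stronger ABCB1 efflux block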
Target sequence (P08183 whole entry, looked up): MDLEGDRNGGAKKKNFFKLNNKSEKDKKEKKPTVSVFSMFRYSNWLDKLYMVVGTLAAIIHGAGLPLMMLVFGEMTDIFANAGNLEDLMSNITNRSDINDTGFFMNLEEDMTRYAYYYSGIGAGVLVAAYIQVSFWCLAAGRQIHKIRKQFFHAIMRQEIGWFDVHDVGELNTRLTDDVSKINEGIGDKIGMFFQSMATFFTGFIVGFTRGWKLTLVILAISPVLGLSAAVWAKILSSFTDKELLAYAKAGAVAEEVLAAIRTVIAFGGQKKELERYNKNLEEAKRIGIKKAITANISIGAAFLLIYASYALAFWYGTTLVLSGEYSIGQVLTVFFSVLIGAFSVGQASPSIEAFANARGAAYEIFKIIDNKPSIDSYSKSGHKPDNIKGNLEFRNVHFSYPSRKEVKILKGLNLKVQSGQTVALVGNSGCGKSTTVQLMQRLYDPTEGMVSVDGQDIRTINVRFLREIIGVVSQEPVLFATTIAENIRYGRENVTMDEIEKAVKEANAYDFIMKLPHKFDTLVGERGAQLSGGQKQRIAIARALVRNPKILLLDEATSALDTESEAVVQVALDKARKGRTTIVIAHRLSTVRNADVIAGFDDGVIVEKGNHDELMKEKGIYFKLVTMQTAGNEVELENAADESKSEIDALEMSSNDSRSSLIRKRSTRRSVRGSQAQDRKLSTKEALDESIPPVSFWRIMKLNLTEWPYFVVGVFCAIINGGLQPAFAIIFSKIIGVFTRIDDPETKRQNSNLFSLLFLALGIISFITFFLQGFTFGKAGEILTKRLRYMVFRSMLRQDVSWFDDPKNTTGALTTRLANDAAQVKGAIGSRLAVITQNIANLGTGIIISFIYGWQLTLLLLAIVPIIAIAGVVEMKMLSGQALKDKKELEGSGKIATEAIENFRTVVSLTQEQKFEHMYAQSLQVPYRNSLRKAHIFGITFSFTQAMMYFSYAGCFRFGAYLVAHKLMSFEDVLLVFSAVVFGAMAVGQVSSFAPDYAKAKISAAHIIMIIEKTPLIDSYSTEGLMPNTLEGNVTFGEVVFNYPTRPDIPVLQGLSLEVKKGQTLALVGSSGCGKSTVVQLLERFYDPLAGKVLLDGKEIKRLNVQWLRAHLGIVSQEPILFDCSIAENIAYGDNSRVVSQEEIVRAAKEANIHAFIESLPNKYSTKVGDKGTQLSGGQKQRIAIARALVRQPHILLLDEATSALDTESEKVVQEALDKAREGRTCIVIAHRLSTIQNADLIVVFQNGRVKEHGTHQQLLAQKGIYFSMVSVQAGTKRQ
Bcl-2 Bim block: inhibitors of Bim-Bcl-2 interaction, human | P10415 | Bead-based flow cytometry, Bim peptide-Bcl-2 binding | inhibition, % at 10 µM | 0.06% of 190,000 active; in the data active = inhibition above about 40%; inconclusive = no clear call, values can overlap the other calls;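 note: 0% = no compound wells with probe peptide and 100% = reference peptide inhibitor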
ABCG2 block: inhibitors of human ABCG2 transporter, ABCB1 counter-screen; Q9UNQ0; IgMXP3 cells, JC-1 efflux, flow cytometry; inhibition, % at 6.6 µM; 0.1% of 190,000 active; AID 1325;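 active = inhibition above 80%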;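 note: 0% = DMSO and 100% = nicardipine control wells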
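Times: 10 min at 25 °C | Test system: Two drug-resistant human cell lines, ABCG2 and ABCB1 | Quantity: 3 million cells/mL final, two lines in 1:1 ratio | Signal: Flow cytometry, 530 nm JC-1 signal | Dosing: Compound at 6.6 µM | Controls: Nicardipine and DMSO wells | Reagent: JC-1 as fluorescent efflux pump substrate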
RGS4-Gao reg: modulates binding of RGS4 to human Galphao. P09471. Multiplexed bead flow cytometry; actives lie on both sides. binding response (% of control), % at 10 µM. 0.33% of 220,000 active. AID 1415; in the data active = binding response below about 49% or above about 150%; inactive = in between;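 note: fluorescent Galphao activated with aluminum fluoride binding bead-coupled RGS4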
Bim-Bcl-B: human Bim-Bcl-B interaction inhibition. bead-based flow cytometry, Bim peptide-Bcl-B binding. Q9HD36. 0.073% of 190,000 active. inhibition, % at 10 µM;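 note: 0% = tracer peptide without compound and 100% = reference inhibitor peptide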
Bim-Bfl-1: human Bim-Bfl-1 interaction inhibition | Bead-based flow cytometry, Bim-Bfl-1 binding inhibition | Q16548 | AID 1008 | 0.12% of 190,000 active | inhibition, % at 10 µM;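 note: 0% = wells without compound plus tracer and 100% = blocker peptide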
Bim-Bcl-W: human Bim-Bcl-W interaction inhibition; Q92843; bead-based flow cytometry, Bim peptide-Bcl-W binding; inhibition, % at 10 µM; 0.02% of 190,000 active; AID 952;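 note: 0% = bound tracer without compound and 100% = peptide blocker; higher means less fluorescent Bim peptide bound to Bcl-W beads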
Bim-Bcl-XL: inhibitors of Bim-Bcl-XL interaction, human; 0.04% of 190,000 active; inhibition, % at 10 µM; Q07817; Bim peptide-Bcl-XL binding, bead flow cytometry, fluorescence
RGS7-Gao: human RGS7-Galphao interaction regulation | P09471 | Multiplexed bead flow cytometry, RGS7-Galphao binding; actives lie on both sides | binding response (% of control), % at 10 µM | 0.35% of 220,000 active | AID 1439; in the data active = binding response below about 49% or above about 150%; inconclusive = no clear call, values can overlap the other calls; inactive = in between;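 note: fluorescent Galphao held in activated GDP-AlF4 state binding bead-coupled RGS7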
* marks the source's active call; other numbers are inactive results; ? = inconclusive; & = joins results of further samples. Cut-off read from the data, not from the text of the source, unless noted: active = inhibition above about 40%.

SMILES	Mcl-1 Bim block	RGS8-Gao	ABCB1 inh	Bcl-2 Bim block	ABCG2 block	RGS4-Gao reg	Bim-Bcl-B	Bim-Bfl-1	Bim-Bcl-W	Bim-Bcl-XL	RGS7-Gao
Cc1[nH]n2c(=O)c3c(nc2c1-c1ccccc1)CCCC3	-3	100	2.3	-7	43	101	-8	-12	0	-7	99
O=C(O)C1C(c2ccccc2)C(C(=O)Oc2ccc(O)cc2)C1c1ccccc1 (stereo not drawn)	-1	99	0.3	-14	1	98	-5	-15	0	-10	102
O=C(NNS(=O)(=O)c1ccccc1)C1CCN(S(=O)(=O)c2ccccc2)CC1	-2	101	0.1	-3	0	96	-10	1	0	-3	91
CCOc1ccc(C2C(C(=O)OC)=C(C)N=C3SCCC(=O)N32)cc1OCC (stereo not drawn)	-6	100	1.2	-16	24	98	-8	-19	-4	-3	101
OCCN(CC(O)Cn1ccc2ccccc21)CC(O)Cn1ccc2ccccc21 (stereo not drawn)	-4	102	0.3	-8	1	101	-11	-11	0	-6	98
C=CCc1ccccc1OCC(O)CN1CCN(Cc2ccc3c(c2)OCO3)CC1 (stereo not drawn)	3&-1	101&104	1.2&1.1	7&-2	2&1	102&107	32&-1	-3&-4	24&0	30&0	98&104
Nc1c(C(=O)Nc2ccc(F)cc2)sc(=S)n1-c1ccccc1F	-7	86	-0.6	-5	3	98	-39	12	-4	-11	98
CC(C)CCN1CCN(Cc2cccc(C(F)(F)F)c2)CC1CCO (stereo not drawn)	-1	92	0.3	-1	2	89	-2	-4	0	0	85
CCN1CCN(c2ncc(C(=O)Nc3c(F)cc(F)cc3Br)c3ccccc23)CC1	-3	113	0.5	-9	0	110	-9	-15	-2	-5	100
CSc1ccc(/C=C(\C#N)C(=O)NC2CCCCC2C)cc1 (stereo not drawn)	-4	101	5.2	-2	13	102	-7	-2	-4	-5	102
COc1ccccc1CN1CCNC(=O)C1CC(=O)NCCC1=CCCCC1 (stereo not drawn)	-4	104	1.3	-1	6	110	-6	-7	-8	-4	114
O=C(Nc1nccs1)C1CC2CCC1C2 (stereo not drawn)	-5	105	0.3	0	1	97	-1	-3	-2	-4	107
CCCN1C(=O)C(O)(C2CC(=O)CC(C)(C)O2)c2ccccc21 (stereo not drawn)	-2	102	-0.2	-9	-1	104	-9	-13	0	4	103
CCCn1c(/N=C/c2ccc3c(c2)OCO3)nc2ccccc21	-9	100	1.0	-2	8	103	-4	-5	-3	-7	101
Cn1c(-c2sc3cc(C(F)(F)F)cnc3c2-c2cccs2)n[nH]c1=S	0	94	-0.3	-4	3	98	-10	3	-1	-3	110
CCCCNC(=S)Nc1ccc(OC)nc1	-2	101	0.2	-5	2	99	-11	-5	-4	-6	97
CC1CN(c2nc3ccccn3c(=O)c2/C=C(\C#N)S(=O)(=O)c2ccccc2)CC(C)O1 (stereo not drawn)	21	101	3.4	0	10	101	-3	-1	11	0	98
O=C(/C=C/c1ccco1)OCC1CCCN2CCCCC12 (stereo not drawn)	2	104	0.5	2	4	97	-1	3	0	5	95
CC1=C(c2ccc(F)cc2)[N+](=O)C(C)(C)N1[O-]	-1	103	0.4	-4	-1	104	-3	-5	-3	-1	102
O=S(=O)(c1ccc(Cl)cc1)N1CCN(C2CCN(Cc3ccccc3)CC2)CC1	-4	104	0.7	-11	2	104	-10	-18	-3	-7	104
CCC(C)NCCCOc1ccc(C)cc1OC (stereo not drawn)	-6	101	1.1	-6	12	103	-6	-10	-1	-5	?
CCc1nnc(NC(=O)CSc2nnc(-c3ccccc3OC)n2-c2ccccc2)s1	-9	100	1.2	-12	52	99	-13	-21	-6	-9	97
C=CCNC(=S)NNC(=O)c1ccc(OCCC)cc1	1	100	-0.2	0	2	98	-11	2	0	-2	98
Cn1cccc1Cc1nnc(SCC(=O)N2CCN(c3ccccc3)CC2)n1-c1ccc(F)cc1	-2	101	0.0	-6	0	100	-8	-7	6	-4	97
Clc1ccc(CSc2nnc(-c3ccccn3)n2Cc2ccco2)c(Cl)c1	0	96	1.4	-10	4	96	-7	-11	0	-8	97

Next section
SMILES	Mcl-1 Bim block	RGS8-Gao	ABCB1 inh	Bcl-2 Bim block	ABCG2 block	RGS4-Gao reg	Bim-Bcl-B	Bim-Bfl-1	Bim-Bcl-W	Bim-Bcl-XL	RGS7-Gao
O=C(c1cc(-c2ccco2)on1)N1CCN(c2ccccc2)CC1	-1	100	-1.6	-4	-3	101	-5	-6	2	-5	97
COc1ccc(Cn2ccnc2)cc1Br	-24	105	1.0	-3	6	101	-1	-2	-12	-1	100
O=C(Nc1ccc(F)cc1)N1CCC(c2nc3c(nnn3Cc3ccccc3Cl)c(=O)[nH]2)CC1	-4	100	1.6	-5	8	100	-2	-6	-2	-1	?
Cc1ccc2nc(N(CCCN(C)C)C(=O)COc3ccc(Cl)cc3)sc2c1	3	98	0.6	1	10	97	0	-4	2	3	96
CC(=O)c1cc(CN2CCN(C3CCN(C(C)C)CC3)C(CCO)C2)cs1 (stereo not drawn)	0	101	4.2	-5	4	102	-4	-7	-1	0	108
CCOc1cc(C(=S)N2CCOCC2)ccc1OS(=O)(=O)c1ccccc1	-6	102	1.2	-17	5	101	-15	-3	-7	-11	101
Cc1cc(C(=O)CN2C(=O)C(=O)N(Cc3ccccc3)C2=O)c(C)n1-c1ccccc1F	2	87	0.7	-1	1	82	0	-6	-1	-2	86
CCn1c(COc2c(C)cccc2C)nnc1SCc1nc2ccccc2c(=O)[nH]1	-2	100	0.7	-4	24	99	-3	-4	0	-1	?
CNC(=O)/C(C#N)=c1\s/c(=C/C(=O)OC)c(=O)n1-c1ccccc1	-4	99	0.6	-1	3	102	-1	0	-2	-1	100
Cn1c(CCNC(=O)c2cccs2)n[nH]c1=S	-4	98	1.6	-7	5	97	-12	-12	-6	-6	98
CC#C[C@]1(O)CC[C@H]2[C@@H]3CCC4=CC(=O)CCC4=C3[C@@H](c3ccc(N(C)C)cc3)C[C@@]21C	0	101	3.9	6	0	102	-4	9	4	0	100
O=C(Nc1nccs1)c1ccc(COc2ccc(F)cc2)o1	24	107	0.0	18	18	104	16	25	19	28	103
O=C(NC1CCCCC1)N1CCSC1=Nc1ccccc1	-1	102	0.5	-9	3	102	-8	-5	1	-3	99
CCc1ccc2[nH]c(=O)c(CN(Cc3ccco3)S(=O)(=O)c3ccc4c(c3)OCCO4)cc2c1	0	105	0.1	1	5	101	0	1	2	0	100
COc1ccc(CCNc2ncnc3[nH]ncc23)cc1OC	1	95	-0.9	-2	27	100	5	-2	2	4	94
O=C(CSc1c2c(nc3ccccc13)CCC2)N1CCCC1	4	96	0.7	4	7	96	2	-2	3	1	96
CCOc1ccc(C)cc1S(=O)(=O)n1ccnc1	-1	105	0.6	-5	1	105	-7	-7	0	4	102
Cn1c(=O)n(CC(=O)NCc2cccnc2)c2ccccc21	-4	97	0.1	-8	0	102	-6	-13	-4	-12	96
CCOC(=O)c1ccc(-n2ccnc2)c(NC(=O)c2ccc(Cl)cc2)c1	-2	96	0.6	-3	8	97	-5	-2	-3	-5	99
Nc1nnc(-c2ccc(Cl)c(Cl)c2)s1	-2	98	-0.1	0	1	95	-1	5	-2	-3	?
COc1ccccc1-n1c(C)nc2cc(C(=O)O)ccc21	-7	97	1.3	-14	8	99	-15	-20	-3	0	96
CC(=O)Nc1c2c3c(cccc3n(C)c1=O)C(=O)c1ccccc1-2	0	102	2.0	-6	24	103	-11	-12	1	0	105
S=c1[nH]nc(Cc2ccccc2)n1-c1ccccc1	-7	97	0.0	-4	0	99	-26	2	-5	-5	107
CCOc1ccc(CN2CCN(Cc3cc4ccccc4[nH]3)CC2CCO)cc1 (stereo not drawn)	0	100	-1.5	-2	-4	99	-5	-2	-1	-3	100
CCOC(=O)N1CCC(NC(=O)c2cc3c(C)nc4ccccc4c3o2)CC1	5	97	1.1	8	1	102	7	4	10	10	97
CCOc1ccc2c(=O)c(Oc3ccccc3OCC)coc2c1	0	89	0.6	0	4	98	0	2	0	0	96
O=C(NC1CCCCC1)C(c1ccccn1)N(C(=O)c1csnn1)C1CC1 (stereo not drawn)	-3	98	1.5	-3	5	105	0	-1	0	-2	105
O=C(CCSCc1ccc(Cl)cc1)NCc1cccs1	1	99	0.3	0	6	101	-1	0	2	0	96
CCCCc1nc(SCC(=O)Nc2nnc(CCCC)s2)n[nH]1	-1	101	-0.2	-7	16	101	-6	-6	-3	-5	98

Compounds above with an aryl thioether with sulfur outside any ring (seven):
SMILES	Mcl-1 Bim block	RGS8-Gao	ABCB1 inh	Bcl-2 Bim block	ABCG2 block	RGS4-Gao reg	Bim-Bcl-B	Bim-Bfl-1	Bim-Bcl-W	Bim-Bcl-XL	RGS7-Gao
CSc1ccc(/C=C(\C#N)C(=O)NC2CCCCC2C)cc1 (stereo not drawn)	-4	101	5.2	-2	13	102	-7	-2	-4	-5	102
CCc1nnc(NC(=O)CSc2nnc(-c3ccccc3OC)n2-c2ccccc2)s1	-9	100	1.2	-12	52	99	-13	-21	-6	-9	97
Cn1cccc1Cc1nnc(SCC(=O)N2CCN(c3ccccc3)CC2)n1-c1ccc(F)cc1	-2	101	0.0	-6	0	100	-8	-7	6	-4	97
Clc1ccc(CSc2nnc(-c3ccccn3)n2Cc2ccco2)c(Cl)c1	0	96	1.4	-10	4	96	-7	-11	0	-8	97
CCn1c(COc2c(C)cccc2C)nnc1SCc1nc2ccccc2c(=O)[nH]1	-2	100	0.7	-4	24	99	-3	-4	0	-1	?
O=C(CSc1c2c(nc3ccccc13)CCC2)N1CCCC1	4	96	0.7	4	7	96	2	-2	3	1	96
CCCCc1nc(SCC(=O)Nc2nnc(CCCC)s2)n[nH]1	-1	101	-0.2	-7	16	101	-6	-6	-3	-5	98

Single records (already shown).
Cc1cc(C(=O)CN2C(=O)C(=O)N(Cc3ccccc3)C2=O)c(C)n1-c1ccccc1F in the list: Mcl-1 Bim block = 2; RGS8-Gao = 87; ABCB1 inh = 0.7; Bcl-2 Bim block = -1; ABCG2 block = 1; RGS4-Gao reg = 82; Bim-Bcl-B = 0; Bim-Bfl-1 = -6; Bim-Bcl-W = -1; Bim-Bcl-XL = -2; RGS7-Gao = 86
CCCN1C(=O)C(O)(C2CC(=O)CC(C)(C)O2)c2ccccc21 (stereo not drawn) in the list: Mcl-1 Bim block = -2; RGS8-Gao = 102; ABCB1 inh = -0.2; Bcl-2 Bim block = -9; ABCG2 block = -1; RGS4-Gao reg = 104; Bim-Bcl-B = -9; Bim-Bfl-1 = -13; Bim-Bcl-W = 0; Bim-Bcl-XL = 4; RGS7-Gao = 103
